# CSM14.1 death rescue – rescue of cells from ER stress-induced death, primary screen, 384-well, CSM14.1, thapsigargin, ATP luminescence (AID 1222). CSM14.1 thapsigargin-induced death rescue, ATP luminescence; higher % means a stronger effect. cellular ATP content (survival), % at 20 µM; hits with a dose series show EC50 in µM. 190,000 tested, under 10 active;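 active means EC50 below 50 µM in the dose-response confirmation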;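 further: death triggered by thapsigargin at about 15 µM added after 2 h compound pretreatment; cell ATP read after overnight thapsigargin exposure of roughly 18 to 22 hours; normalized against plate controls of thapsigargin alone and 5% DMSO vehicle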
# Dengue-2 NS5 capping – Dengue-2 NS5 methyltransferase inhibitors, primary screen, biochemical, confirmation dose response (AID 588689) | Genome polyprotein (Dengue virus type 2 (strain 16681-PDK53)) | Dengue-2 NS5 methyltransferase capping enzyme assay, biochemical; higher % means a stronger effect | inhibition, % at 25 µM, or IC50 in µM where a hit was titrated | 0.3% of 340,000 active; in the data active means a potency from the dose series; inconclusive means inhibition above about 29% without an active follow-up result
# SV40 large T antigen – SV40 large T antigen inhibitors, biochemical (AID 1903) | SV40 large T antigen ATPase/helicase inhibition assay; higher % means a stronger effect | 0.39% of 310,000 active | inhibition, % at 20 µM; hits with a dose series show IC50 in µM; in the data active means a potency from the dose series; inconclusive means inhibition mostly from about 32% at the one dose, without a potency; inactive means the rest, 99 in 100 with inhibition below about 32%; further: strong numbers were not always called active
# West Nile antiviral – West Nile virus antiviral activity, cell-based, CPE readout (AID 1621) | West Nile virus-infected cells, CPE inhibition; higher % means a stronger effect | CPE inhibition, % at 10 µM, or IC50 in µM where a hit was titrated | 0.02% of 290,000 active; in the data active means a potency from the dose series; inconclusive means CPE inhibition mostly from about 3.7% at the one dose, without a potency; inactive means the rest, 99 in 100 with CPE inhibition below about 2.2%; further: strong numbers were not always called active
# RSV antiviral HEp-2 – RSV antiviral activity via CPE protection, HEp-2 cells, primary 10 µM value included (AID 2391) | one-dose CPE inhibition, % at 10 µM; IC50 in µM for titrated hits | 0.13% of 310,000 active | HEp-2 cells, RSV-induced CPE inhibition; higher % means a stronger effect; in the data active means a potency from the dose series; inconclusive means CPE inhibition mostly from about 23% at the one dose, without a potency; inactive means the rest, 99 in 100 with CPE inhibition below about 21%; further: strong numbers were not always called active
# LYP phosphatase – inhibitors of LYP phosphatase, biochemical, fluorescence intensity, uHTS (AID 1779) | Tyrosine-protein phosphatase non-receptor type 22 (Homo sapiens) | 0.054% of 290,000 active | inhibition, % at 11.5 µM; hits with a dose series show IC50 in µM | recombinant LYP phosphatase, fluorescence intensity; higher % means a stronger effect; in the data active means inhibition above about 50%;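 further: plate controls were vehicle with enzyme for no effect and no enzyme for full effect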
# MgcRacGAP inhibition – MgcRacGAP GTPase-activating activity inhibitors, confirmation, biochemical, ADP Hunter fluorescence; inhibition, % at 30 µM; hits with a dose series show IC50 in µM; Rac GTPase-activating protein 1 (Homo sapiens); 0.6% of 340,000 active; MgcRacGAP-stimulated Rac1 GTP hydrolysis, ADP Hunter fluorescence; higher % means a stronger effect; GST-tagged Rac1 F28L mutant substrate;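 active means first-screen hits whose inhibition reached a set limit at any dose in the follow-up dose series; inconclusive means inhibition above the set first-screen limit but never retested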;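 further: fluorescence reports GDP produced by GAP-driven GTP hydrolysis; strong numbers were not always called active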
# GPR35 arrestin U2OS – GPR35 antagonists blocking zaprinast-driven arrestin recruitment, primary screen, imaging, U2OS, beta-arrestin-GFP, zaprinast agonist (AID 2058) | G-protein coupled receptor 35 (Homo sapiens) | U2OS GPR35 beta-arrestin-GFP translocation imaging, zaprinast antagonism; higher % means a stronger effect | inhibition, % at 10 µM, or IC50 in µM where a hit was titrated | 0.052% of 290,000 active;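 active means inhibition of at least 50% with at least 30 cells and total cytoplasm GFP at most 10,000,000; inconclusive means under 30 cells or total GFP of 10,000,000 plus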
# PhoP inhibition – inhibitors of PhoP regulon expression, primary screen, Salmonella Typhimurium, GFP reporter (AID 1863); S. Typhimurium PhoP-regulated promoter GFP reporter, 4 h; higher % means a stronger effect; one-dose inhibition, % at 50 µM; IC50 in µM for titrated hits; 0.16% of 300,000 active;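 active means inhibition over 29.93%, a cutoff 3 SD above the screen mean, later confirmed by dose response; inconclusive means inhibition over 29.93% but no dose response follow-up; inactive means inhibition at most 29.93% or unconfirmed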;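 further: 0% = low Mg2+ inducing control and 100% = high Mg2+ repressing control; strong numbers were not always called active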
# Dengue-2 NS5 capping pilot replicate – second read-out of Dengue-2 NS5 capping, no call of its own (marks repeat the call); inhibition, %; measured here: pilot screen replicate inhibition
# Starred values were filed as active, the others as inactive; u = inconclusive; x = not tested or not shown.
SMILES,CSM14.1 death rescue,Dengue-2 NS5 capping,SV40 large T antigen,West Nile antiviral,RSV antiviral HEp-2,LYP phosphatase,MgcRacGAP inhibition,GPR35 arrestin U2OS,PhoP inhibition,others
COc1cc(C(=O)NC2=NCCS2)cc(OC)c1OC,-3.5%,-2.4%,3.1%,0.4%,-0.1%,3.3%,6.0%,13.5%,9.7%,
COc1cc(NC(=O)CCN2CCN(C/C=C/c3ccccc3)CC2)cc(OC)c1,x,-6.4%,7.7%,-0.8%,-1.1%,-2.7%,7.5%,1.6%,-1.6%,
Cc1cc(C)nc(SCCCNCc2c(F)cccc2Cl)n1,x,-12.8%,5.3%,-1.4%,-2.0%,-10.2%,6.5%,-9.7%,6.6%,
CC(=O)Nc1ccc(S(=O)(=O)NCCC(=O)N2CCN(C(c3ccccc3)c3ccccc3)CC2)cc1,x,-9.6%,-1.3%,x,0.9%,x,8.9%,x,1.6%,
O=C(NCCCN1CCOCC1)C(=O)N/N=C/c1ccc2c(c1)OCO2,-1.4%,-6.5%,22.3%,0.7%,-1.3%,-0.4%,2.0%,11.4%,-2.5%,
O=C(C1CCCC1)N1CCN=C1SCc1cccc([N+](=O)[O-])c1,0.6%,-3.7%,0.8%,-0.2%,1.5%,-4.1%,10.8%,-15.6%,-9.4%,
O=C(NC1CCCC1)C(c1cccs1)N(CC1CCCO1)C(=O)Cc1cccs1 (centres undefined),-0.9%,1.4%,9.8%,-0.5%,0.2%,-0.3%,-0.1%,-4.0%,-6.9%,
Cc1noc(C)c1COc1ccc(C(=O)Nc2cccnc2)cc1,0.3%,-2.2%,-0.8%,0.3%,x,-10.4%,7.1%,9.2%,-0.6%,
CCOc1ccc2nc(N(CCN(C)C)C(=O)c3ccc4ccccc4c3)sc2c1,x,0.9%,11.2%,1.4%,0.3%,3.2%,14.4%,-1.1%,-16.1%,
Cc1cccc(-n2cnc(C(=O)NNC(=S)Nc3ccc(Cl)cc3)c2)n1,x,5.5%,6.0%,-0.7%,u,36.8%,6.4%,6.8%,12.1%,
Cc1cc(C)c(N=C2SCC(=O)N2Cc2ccco2)c(C)c1,x,0.8%,13.4%,-0.4%,8.4%,-4.3%,8.6%,-18.7%,3.1%,
CC/C(=N/Nc1ccccc1Cl)c1cnnc(-c2ccccc2)n1,-2.7%,1.9%,6.6%,-0.1%,0.9%,3.1%,1.6%,-0.9%,2.8%,
CCN(CC)S(=O)(=O)c1cc(NC(=O)CNc2cccc(S(=O)(=O)N3CCCC3)c2)ccc1C,x,-3.6%,3.0%,x,2.3%,x,11.9%,x,3.1%,
N#C/C(=C/c1ccc(Br)o1)C(N)=O,-1.9%,-0.7%,3.6%,0.3%,1.1%,0.9%,2.9%,-1.4%,-7.0%,
O=C(O)CCc1nc(-c2ccc(Cl)cc2)no1,-1.2%,0.0%,-0.7%,0.1%,0.1%,0.5%,4.7%,14.8%,-12.8%,
CC(=C/c1ccccc1)/C=N/NC(=O)c1ccc2nc[nH]c2c1,-2.8%,4.4%,11.6%,0.8%,6.1%,4.1%,7.9%,-7.9%,-20.3%,
CCN(CC(=O)Nc1ccc(NC(C)=O)cc1)Cc1c(O)ccc2cc(Br)ccc12,x,0.7%,22.2%,-0.1%,1.0%,-8.7%,31.0%,16.9%,2.9%,
CN(C)/C=C1\C(=O)NN=C1c1ccccc1,-0.5%,-0.7%,-0.8%,0.2%,0.6%,-5.6%,2.6%,2.2%,-0.5%,
Cc1cc(C)cc(NC(=O)Cn2c(=O)oc3cc(S(=O)(=O)N4CCC(C)CC4)ccc32)c1,-0.1%,-5.6%,4.7%,0.0%,1.9%,-7.7%,5.0%,-11.1%,-1.8%,
COc1ccc(S(=O)(=O)Nc2ccc(N3CCOCC3)nc2)cc1,-1.8%,-5.1%,13.3%,-0.1%,6.9%,-7.9%,4.6%,-4.4%,-2.4%,
Cc1ccc(NC(=O)CS(=O)CC(=O)NC23CC4CC(CC(C4)C2)C3)cc1 (centres undefined),x,3.7%,10.9%,-0.9%,3.1%,-7.3%,4.0%,-9.4%,2.2%,
O=C(O)Cc1csc(-c2cccc(F)c2)n1,-5.6%,3.6%,11.1%,-0.5%,-1.0%,-3.6%,8.9%,4.8%,8.8%,
N#C/C(=C\c1coc2ccccc2c1=O)C(N)=S,x,-3.8%,11.5%,0.1%,0.7%,8.7%,9.1%,-3.4%,-9.2%,
CC(=O)/C(=N/Nc1cccc(Cl)c1)Sc1nnc(C(O)c2ccccc2)n1-c1ccccc1 (centres undefined),0.6%,-4.5%,-0.2%,-1.2%,18.8%,0.2%,12.3%,-1.0%,19.5%,
Cc1cccc(-n2cc(CNCCN3CCOC3=O)c(-c3cccc(F)c3)n2)c1,-2.0%,-6.1%,7.3%,0.0%,-2.8%,-3.5%,8.5%,0.1%,-6.2%,

# The listing continues:
SMILES,CSM14.1 death rescue,Dengue-2 NS5 capping,SV40 large T antigen,West Nile antiviral,RSV antiviral HEp-2,LYP phosphatase,MgcRacGAP inhibition,GPR35 arrestin U2OS,PhoP inhibition,others
CC(=O)Nc1ccc(/C=N/NC(=O)CCN2CCN(c3ccccc3)CC2)cc1,0.4%,0.7%,6.9%,-0.5%,-0.4%,0.3%,1.1%,4.3%,7.8%,
CC(Nc1ccc(Cl)c(Cl)c1)C(=O)NN (centres undefined),x,2.3%,10.0%,0.1%,1.5%,-7.7%,1.8%,2.3%,-10.6%,
Cc1ccc(-c2c[n+](CC(=O)Nc3c(C)cccc3C)c3n2CCC3)cc1,x,x,1.3%,-0.2%,x,-7.6%,x,3.8%,-3.5%,
CCOC(=O)C1CCCN(Cc2nc(N)nc(Nc3ccc(Cl)cc3)n2)C1 (centres undefined),1.0%,-8.8%,10.0%,-0.1%,15.4%,-8.0%,8.1%,-6.8%,0.1%,
COc1ccc(CCN2C(=O)C(O)=C(C(=O)c3ccco3)C2c2cccs2)cc1OC (centres undefined),3.0%,3.1%,3.8%,0.0%,1.4%,4.7%,2.7%,6.7%,-5.1%,
CSC1=NCCN1C(=O)Cc1ccc(-c2ccccc2)cc1,-0.2%,-1.5%,5.7%,-0.4%,3.0%,-3.8%,-4.6%,-5.6%,9.3%,
COc1cccc(C2C(C(=O)Nc3nc4ccccc4s3)=C(C)NC3=C2C(=O)CC(C)(C)C3)c1OC (centres undefined),-2.3%,3.9%,2.3%,-0.1%,7.8%,-22.0%,8.7%,-7.3%,-8.0%,
O=c1oc(-c2ccc(Br)cc2)nc2ccccc12,x,-4.0%,10.0%,-0.5%,2.9%,-9.7%,6.7%,-7.3%,2.5%,Dengue-2 NS5 capping pilot replicate=-1.8
Cc1ccc(C)c(Cn2ncc3ccccc32)c1,x,-0.7%,25.6%,-0.1%,0.1%,-3.3%,x,3.2%,-5.1%,
COC(=O)Cc1ccc(NC(=S)NCCCN2CCOCC2)cc1,-0.8%,-1.6%,5.4%,0.4%,2.6%,-5.6%,-7.2%,-20.6%,1.5%,
Cc1c(Cl)ccc2c(C(=O)NC(C)c3ccncc3)cc(-c3ccncc3)nc12 (centres undefined),1.1%,x,3.5%,-0.5%,41.5%,-1.7%,x,-15.8%,-1.1%,
CCCn1c(SCC(=O)Nc2cccc(NC(C)=O)c2)nnc1C(C)C,0.9%,-0.8%,10.3%,0.6%,1.9%,-5.8%,10.8%,19.1%,-7.1%,
O=C1c2cccnc2C(=O)N1Cc1ccc(F)cc1S(=O)(=O)NCc1ccco1,x,-7.0%,15.8%,0.1%,3.0%,-5.7%,6.9%,-1.5%,-12.1%,
CCOc1ccc(C(=O)Nc2cc(-c3nc4ccccc4[nH]3)ccc2Cl)cc1[N+](=O)[O-],0.7%,-8.4%,6.6%,-0.4%,-1.9%,-16.8%,u,-6.8%,16.2%,
CCOC(=O)/C=C1\CN(C(C)c2ccccc2)S(=O)(=O)c2ccccc21 (centres undefined),x,-2.4%,10.2%,-1.2%,2.4%,-7.9%,10.8%,22.9%,5.7%,
CCCCNC1C(CC)C(CCC)C(C#N)(C#N)C1(C#N)C#N (centres undefined),-3.8%,-11.5%,27.5%,-0.1%,3.1%,0.2%,13.8%,-4.7%,-6.9%,
COc1ccc(-n2c(SCC(=O)Nc3nccs3)nnc2-c2ccccc2)cc1,-0.5%,0.8%,7.4%,-0.6%,5.5%,-1.7%,7.1%,9.1%,3.6%,
CNC(=S)NCCCc1ccccc1,-2.4%,-2.9%,5.5%,-0.6%,1.0%,7.4%,8.6%,3.8%,0.6%,
COc1ccc(-c2nc(-c3ccc(C(=O)O)cc3)no2)cc1,x,-1.6%,29.5%,-0.1%,3.8%,x,3.1%,x,-14.4%,
CC[C@H](C)[C@H](NC(N)=O)C(=O)Nc1ccc(C)cc1,-1.0%,0.0%,14.0%,0.0%,4.5%,1.9%,1.5%,-9.9%,-3.7%,
CC(=O)N1CCc2cc(C(=O)CN3CCCCC3)ccc21,0.4%,-3.5%,4.4%,x,2.2%,-2.9%,1.9%,10.5%,6.9%,
CCOC(=O)/C(C#N)=C1/C=C(C)NC(c2ccccc2O)=N1,-0.6%,-3.2%,4.2%,-1.2%,2.6%,4.1%,3.1%,-20.3%,8.2%,
COc1ccc(CNC(=S)N/N=C/c2ccncc2)cc1,-2.6%,-11.8%,12.5%,-0.7%,1.3%,-3.9%,3.8%,-14.4%,-8.7%,
CCOC(=O)c1cc(CC)sc1NC(=O)C(c1ccccc1)c1ccccc1,-1.0%,1.5%,3.2%,-0.5%,5.6%,6.4%,3.5%,-6.6%,2.9%,
Cc1ccc(SCC(=O)OCC(=O)NC2CCCCCCC2)cc1,x,1.5%,27.0%,x,-2.2%,x,2.8%,x,-5.1%,
COc1ccccc1N1C(=O)CC(Sc2ncccc2C(=O)O)C1=O (centres undefined),2.9%,-2.8%,4.8%,-0.1%,1.4%,-7.9%,4.5%,1.1%,-0.6%,

# Structural class, the compounds so far containing a thiophene ring, fused or not
SMILES,CSM14.1 death rescue,Dengue-2 NS5 capping,SV40 large T antigen,West Nile antiviral,RSV antiviral HEp-2,LYP phosphatase,MgcRacGAP inhibition,GPR35 arrestin U2OS,PhoP inhibition,others
O=C(NC1CCCC1)C(c1cccs1)N(CC1CCCO1)C(=O)Cc1cccs1 (centres undefined),-0.9%,1.4%,9.8%,-0.5%,0.2%,-0.3%,-0.1%,-4.0%,-6.9%,
COc1ccc(CCN2C(=O)C(O)=C(C(=O)c3ccco3)C2c2cccs2)cc1OC (centres undefined),3.0%,3.1%,3.8%,0.0%,1.4%,4.7%,2.7%,6.7%,-5.1%,
CCOC(=O)c1cc(CC)sc1NC(=O)C(c1ccccc1)c1ccccc1,-1.0%,1.5%,3.2%,-0.5%,5.6%,6.4%,3.5%,-6.6%,2.9%,
